Screens: PubChem BioAssay, The Scripps Research Institute Molecular Screening Center
GSTO1 counter: GSTO1 inhibition, counter-screen for RBBP9 inhibitors; P78417; recombinant GSTO1, activity-based probe fluorescence polarization; inhibition, % at 5.96 µM; 1.1% of 300,000 active; AID 1974;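 active = inhibition above the campaign mean inhibition plus 3 SD, cut at about 35% in these data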;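 note: 0% = GSTO1-1 with DMSO and 100% = wells lacking GSTO1-1 enzyme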
Target sequence (P78417 whole entry, looked up): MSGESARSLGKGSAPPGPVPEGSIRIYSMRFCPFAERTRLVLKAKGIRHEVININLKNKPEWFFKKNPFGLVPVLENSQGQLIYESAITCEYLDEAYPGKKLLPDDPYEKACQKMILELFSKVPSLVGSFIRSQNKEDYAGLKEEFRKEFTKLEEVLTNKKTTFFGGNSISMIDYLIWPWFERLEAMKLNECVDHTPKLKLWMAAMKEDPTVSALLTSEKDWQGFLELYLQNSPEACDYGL
PME-1 primary: blocks human protein phosphatase methylesterase 1. recombinant PME-1, FP-Rh probe fluorescence polarization. AID 2130. Q9Y570. 0.53% of 320,000 active. inhibition, % at 5.9 µM;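 active = inhibition above the campaign mean of all compounds plus 3 SD, cut at about 26% in these data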;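 note: competitive labeling of PME-1 active site by serine hydrolase directed probe; 0% = PME-1 with DMSO and 100% = wells lacking PME-1 enzyme; inhibitors block probe labeling so polarization falls and inhibition rises; many of its hits are not listed in these tables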
PAFAH1B3 FP inh: PAFAH1B3 (human) inhibition; inhibition, % at 3.39 µM; AID 492972; recombinant PAFAH1B3, FP-rhodamine probe, fluorescence polarization; 0.28% of 340,000 active;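 active = inhibition above the screen-wide average of all tested compounds plus 3 SD, cut at about 25% in these data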;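 note: 0% = enzyme with DMSO only and 100% = wells lacking PAFAH1B3 protein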
PAFAH2 inh: inhibitors of human PAFAH2; 0.99% of 340,000 active; recombinant PAFAH2, FP-rhodamine activity probe, fluorescence polarization; inhibition, % at 3.39 µM; Q99487;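 active = inhibition above the mean over all tested compounds plus 3 SD, cut at about 30% in these data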;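 note: inhibitors block probe labeling of enzyme so polarization drops; 0% = enzyme with DMSO and 100% = wells lacking PAFAH2 protein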
PAD4 FP inh: inhibitors of human PAD4. AID 485272. recombinant PAD4, RCA probe fluorescence polarization. Q9UM07. inhibition, % at 6.36 µM. 0.41% of 330,000 active;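 active = percent inhibition above a cutoff equal to the mean of all tested compounds plus 3 SD, cut at about 15% in these data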;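 note: 0% = PAD4 with RCA probe and DMSO and 100% = probe without PAD4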
PAFAH1B2 FP inh: inhibitors of human PAFAH1B2 | 1.2% of 340,000 active | recombinant PAFAH1B2, FP-rhodamine activity probe, fluorescence polarization | inhibition, % at 3.39 µM;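 active = inhibition above the mean of all tested compounds plus 3 SD, cut at about 24% in these data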;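 note: 0% = enzyme with DMSO and 100% = wells lacking PAFAH1B2; many of its hits are not listed in these tables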
Target sequence (P68402 whole entry, looked up): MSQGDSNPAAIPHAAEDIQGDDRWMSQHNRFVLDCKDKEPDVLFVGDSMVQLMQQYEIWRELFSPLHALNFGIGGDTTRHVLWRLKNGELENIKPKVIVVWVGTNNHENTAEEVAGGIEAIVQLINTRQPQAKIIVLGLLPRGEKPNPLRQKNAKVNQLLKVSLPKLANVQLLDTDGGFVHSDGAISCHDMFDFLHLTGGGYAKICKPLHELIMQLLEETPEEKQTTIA
LYPLA2 counter: counter-screen for PME1 inhibitors: inhibitors of human LYPLA2. recombinant LYPLA2, FP-Rh probe fluorescence polarization. inhibition, % at 5.9 µM. 0.38% of 320,000 active. AID 2177;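 active = inhibition above the screen-wide mean plus 3 SD, limit set per campaign, cut at about 26% in these data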;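 note: 0% = LYPLA2 with DMSO and 100% = wells lacking LYPLA2 enzyme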
Target sequence (O95372 whole entry, looked up): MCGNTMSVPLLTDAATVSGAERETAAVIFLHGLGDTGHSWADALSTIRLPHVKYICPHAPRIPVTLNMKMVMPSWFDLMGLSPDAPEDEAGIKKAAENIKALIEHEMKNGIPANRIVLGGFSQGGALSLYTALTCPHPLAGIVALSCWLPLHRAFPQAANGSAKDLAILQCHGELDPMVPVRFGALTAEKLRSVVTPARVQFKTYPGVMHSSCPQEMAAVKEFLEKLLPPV
LYPLA1 inh: blocks human lysophospholipase 1, a PME1 counter-screen | O75608 | recombinant LYPLA1, FP-Rh probe fluorescence polarization | inhibition, % at 5.9 µM | 0.16% of 320,000 active | AID 2174;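 active = inhibition above the mean of all tested compounds plus 3 SD, set per campaign, cut at about 14% in these data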;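 note: inhibitors block serine hydrolase probe labeling of LYPLA1 so polarization falls; 0% = enzyme with DMSO and 100% = wells lacking LYPLA1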
Target sequence (O75608 whole entry, looked up): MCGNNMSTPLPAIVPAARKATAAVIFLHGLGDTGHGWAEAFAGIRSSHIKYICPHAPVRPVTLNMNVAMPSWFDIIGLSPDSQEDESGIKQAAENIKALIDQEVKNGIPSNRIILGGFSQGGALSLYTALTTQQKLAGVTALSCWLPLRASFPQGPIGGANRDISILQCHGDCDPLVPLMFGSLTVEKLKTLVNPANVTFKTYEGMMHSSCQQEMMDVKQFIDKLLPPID
pPAFAH inh: inhibitors of human plasma PAF acetylhydrolase (pPAFAH); Q13093; recombinant pPAFAH, FP-rhodamine probe fluorescence polarization; inhibition, % at 3.39 µM; 1.5% of 330,000 active;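 active = inhibition above the mean inhibition across the screen plus 3 SD, cut at about 25% in these data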;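 note: inhibitors block binding of the rhodamine activity-based probe so polarization drops; 0% = enzyme with DMSO and 100% = wells lacking pPAFAH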
The depositor's hits bear a star. These rows are one share of the data. The share of hits here may be higher or lower than overall.

Screening O=c1[nH]cnc2[nH]ncc12 returned GSTO1 counter 2, PME-1 primary -4, PAFAH1B3 FP inh 9, PAFAH2 inh -5, PAD4 FP inh 3, PAFAH1B2 FP inh -2, LYPLA2 counter 1, LYPLA1 inh 1 and pPAFAH inh 2.
Screening COc1ccc(NC(=O)COC(=O)c2ccc(Cl)c(S(N)(=O)=O)c2)c([N+](=O)[O-])c1 returned GSTO1 counter -1, PME-1 primary 3, PAFAH1B3 FP inh 5, PAFAH2 inh 5, PAD4 FP inh -5, PAFAH1B2 FP inh 3, LYPLA2 counter 2, LYPLA1 inh 1 and pPAFAH inh 13.
For Cn1ncc(N=Cc2ccccc2)c1C(N)=O the results were GSTO1 counter -1, PME-1 primary 4, PAFAH1B3 FP inh 6, PAFAH2 inh 8, PAD4 FP inh 2, PAFAH1B2 FP inh 2, LYPLA2 counter -1, LYPLA1 inh -2 and pPAFAH inh 3.
For Cc1ccc(-c2csc3ncn(CC(=O)NCC(c4ccco4)N4CCCC4)c(=O)c23)cc1 (configuration not stated) the results were PME-1 primary 0, PAFAH1B3 FP inh 6, PAFAH2 inh -6, PAD4 FP inh -6, PAFAH1B2 FP inh 0, LYPLA2 counter -2, LYPLA1 inh -1 and pPAFAH inh 7.
Screening CCOC(=O)c1c(NC(=O)CSc2nc(C)cc(C)c2C#N)sc(C(C)=O)c1C returned GSTO1 counter 2, PME-1 primary 6, PAFAH1B3 FP inh 0, PAFAH2 inh -9, PAD4 FP inh 4, PAFAH1B2 FP inh 1, LYPLA2 counter -11, LYPLA1 inh -1 and pPAFAH inh -2.
For COc1ccc(-c2c(-c3cc(OC)cc(OC)c3)n(C)c3ccc(-c4ccc(N(C)C)nc4)cc23)cc1 the results were PME-1 primary 11, PAFAH1B3 FP inh 6, PAFAH2 inh 2, PAD4 FP inh 0, PAFAH1B2 FP inh 9, LYPLA2 counter 2, LYPLA1 inh 3 and pPAFAH inh 1.
CCO[C@H]1OC(C(=O)NCc2ccccc2)=C[C@@H](c2ccccc2)[C@@H]1CCCO was read as GSTO1 counter -1, PME-1 primary -1, PAFAH1B3 FP inh -3, PAFAH2 inh 3, PAD4 FP inh 2, PAFAH1B2 FP inh -3, LYPLA2 counter -5, LYPLA1 inh -3 and pPAFAH inh -1.
O=C(O)C1CC=C(Cl)CC1C(=O)NCc1ccccc1 (configuration not stated) was read as GSTO1 counter 0, PME-1 primary 1, PAFAH1B3 FP inh 0, PAFAH2 inh -10, PAD4 FP inh -2, PAFAH1B2 FP inh 0, LYPLA2 counter -4, LYPLA1 inh -3 and pPAFAH inh -1.
Screening COc1ccc(C(CC(=O)Nc2nccs2)n2cccc2)cc1 (configuration not stated) returned GSTO1 counter 1, PME-1 primary -3, PAFAH1B3 FP inh 0, PAFAH2 inh -4, PAD4 FP inh -7, PAFAH1B2 FP inh -2, LYPLA2 counter -4, LYPLA1 inh 0 and pPAFAH inh 2.
For Cc1c(C(=O)NCCSCc2c(Cl)cccc2Cl)cccc1[N+](=O)[O-] the results were GSTO1 counter -3, PME-1 primary -1, PAFAH1B3 FP inh 0, PAFAH2 inh -7, PAD4 FP inh 4, PAFAH1B2 FP inh 3, LYPLA2 counter 4, LYPLA1 inh 0 and pPAFAH inh -2.
`Cc1cc(/C=N/NC(=O)CC#N)c(C)n1-c1ccc([N+](=O)[O-])cc1` gave GSTO1 counter -6, PME-1 primary 2, PAFAH1B3 FP inh 10, PAFAH2 inh 9, PAD4 FP inh 1, PAFAH1B2 FP inh 0, LYPLA2 counter 0, LYPLA1 inh 2 and pPAFAH inh 6.
For O=C(NCc1ccccn1)C1CCC(=O)N1C1CCCCC1 (configuration not stated) the results were GSTO1 counter -3, PME-1 primary -1, PAFAH1B3 FP inh 10, PAFAH2 inh 8, PAD4 FP inh -5, PAFAH1B2 FP inh 8, LYPLA2 counter 4, LYPLA1 inh 4 and pPAFAH inh 4.

Four compounds picked at random from those above:
Screening COc1ccc(C(CC(=O)Nc2nccs2)n2cccc2)cc1 (configuration not stated) returned GSTO1 counter 1, PME-1 primary -3, PAFAH1B3 FP inh 0, PAFAH2 inh -4, PAD4 FP inh -7, PAFAH1B2 FP inh -2, LYPLA2 counter -4, LYPLA1 inh 0 and pPAFAH inh 2.
Screening O=c1[nH]cnc2[nH]ncc12 returned GSTO1 counter 2, PME-1 primary -4, PAFAH1B3 FP inh 9, PAFAH2 inh -5, PAD4 FP inh 3, PAFAH1B2 FP inh -2, LYPLA2 counter 1, LYPLA1 inh 1 and pPAFAH inh 2.
For Cc1ccc(-c2csc3ncn(CC(=O)NCC(c4ccco4)N4CCCC4)c(=O)c23)cc1 (configuration not stated) the results were PME-1 primary 0, PAFAH1B3 FP inh 6, PAFAH2 inh -6, PAD4 FP inh -6, PAFAH1B2 FP inh 0, LYPLA2 counter -2, LYPLA1 inh -1 and pPAFAH inh 7.
Screening CCOC(=O)c1c(NC(=O)CSc2nc(C)cc(C)c2C#N)sc(C(C)=O)c1C returned GSTO1 counter 2, PME-1 primary 6, PAFAH1B3 FP inh 0, PAFAH2 inh -9, PAD4 FP inh 4, PAFAH1B2 FP inh 1, LYPLA2 counter -11, LYPLA1 inh -1 and pPAFAH inh -2.

Further structures follow.
Screening O=C(NNC(=O)C12CC3CC(CC(C3)C1)C2)c1cccc([N+](=O)[O-])c1 returned GSTO1 counter 0, PME-1 primary -3, PAFAH1B3 FP inh 6, PAFAH2 inh 1, PAD4 FP inh 3, PAFAH1B2 FP inh 30*, LYPLA2 counter 6, LYPLA1 inh -2 and pPAFAH inh 6.
`O=C(COC(=O)CNS(=O)(=O)c1ccccc1)NC12CC3CC(CC(C3)C1)C2` gave GSTO1 counter 6, PME-1 primary 6, PAFAH1B3 FP inh 2, PAFAH2 inh 1, PAD4 FP inh -4, PAFAH1B2 FP inh 10, LYPLA2 counter 4, LYPLA1 inh -1 and pPAFAH inh 16.
O=C(NC1CCCc2c1cnn2-c1ccc(F)cc1F)c1ccccn1 (configuration not stated) was read as GSTO1 counter 1, PME-1 primary 6, PAFAH1B3 FP inh 3, PAFAH2 inh -6, PAD4 FP inh -5, PAFAH1B2 FP inh -2, LYPLA2 counter 4, LYPLA1 inh 3 and pPAFAH inh 4.
Cc1ccccc1C(=O)NNC(=O)Nc1ccccc1 was read as GSTO1 counter 3, PME-1 primary 1, PAD4 FP inh -2, LYPLA2 counter 2, LYPLA1 inh 2 and pPAFAH inh 7.
Screening N#C/C=C/N1CCN(Cc2ccc3c(c2)OCO3)CC1 returned GSTO1 counter 1, PME-1 primary -3, PAFAH1B3 FP inh 3, PAFAH2 inh -6, PAD4 FP inh 1, PAFAH1B2 FP inh 5, LYPLA2 counter 3, LYPLA1 inh -1 and pPAFAH inh 3.
`CC(=O)Nc1cccc(-c2nnc(-c3ccccc3)o2)c1` gave GSTO1 counter -1, PME-1 primary 8, PAFAH1B3 FP inh 2, PAFAH2 inh 3, PAD4 FP inh 8, PAFAH1B2 FP inh 4, LYPLA2 counter 1, LYPLA1 inh -3 and pPAFAH inh 4.
CN(C)CCCN(C(=O)c1ccc(C(=O)c2ccccc2)cc1)c1nc2ccc(F)cc2s1 was read as GSTO1 counter 4, PME-1 primary -6, PAFAH1B3 FP inh 8, PAFAH2 inh 0, PAD4 FP inh 2, PAFAH1B2 FP inh -1, LYPLA2 counter -1, LYPLA1 inh -4 and pPAFAH inh -2.
CCOC(=O)c1oc2ccccc2c1COC(=O)CNC(=O)c1cc(OC)c(OC)c(OC)c1 was read as GSTO1 counter 8, PME-1 primary 1, PAFAH1B3 FP inh 1, PAFAH2 inh 0, PAD4 FP inh 2, PAFAH1B2 FP inh -1, LYPLA2 counter -5, LYPLA1 inh -2 and pPAFAH inh -3.
CC(=O)c1ccc(NC(=O)N2CCCC(C(=O)c3ccc4c(c3)OCO4)C2)cc1 (configuration not stated) was read as GSTO1 counter 3, PME-1 primary 4, PAFAH1B3 FP inh 9, PAFAH2 inh -1, PAD4 FP inh 1, PAFAH1B2 FP inh -1, LYPLA2 counter 7, LYPLA1 inh -5 and pPAFAH inh -1.
For Cc1cc(-c2csc(NC(=O)c3ccccc3C(F)(F)F)n2)c(C)n1Cc1ccccc1 the results were GSTO1 counter -6, PME-1 primary -11, PAFAH1B3 FP inh 5, PAFAH2 inh -8, PAD4 FP inh -4, PAFAH1B2 FP inh -1, LYPLA2 counter -6, LYPLA1 inh -9 and pPAFAH inh 7.
For CN(C(=O)c1cc2c(s1)-c1ccccc1S(=O)(=O)C2)c1ccccc1 the results were GSTO1 counter -5, PME-1 primary -1, PAFAH1B3 FP inh 2, PAFAH2 inh -1, PAD4 FP inh -9, PAFAH1B2 FP inh 4, LYPLA2 counter 1, LYPLA1 inh -1 and pPAFAH inh 3.
COc1ccc(N2CCN(S(=O)(=O)c3cn(C)cn3)CC2)cc1 was read as GSTO1 counter 4, PME-1 primary -6, PAFAH1B3 FP inh 1, PAFAH2 inh 4, PAD4 FP inh 1, PAFAH1B2 FP inh 0, LYPLA2 counter 3, LYPLA1 inh -2 and pPAFAH inh 3.
For CC(C)[C@H](CN1CCC[C@H]1CN1C(N)=NC[C@@H]1Cc1ccccc1)N1C[C@@H](Cc2ccccc2)N(CCc2ccc(Cl)c(Cl)c2)C1=N the results were PAFAH1B3 FP inh 12, PAFAH2 inh -2, PAD4 FP inh -4, PAFAH1B2 FP inh 1 and pPAFAH inh -2.
O=C1NC2(CCc3ccccc32)C(=O)N1CCOc1ccc(Cl)cc1 (configuration not stated) was read as GSTO1 counter -3, PME-1 primary 3, PAFAH1B3 FP inh 1, PAFAH2 inh 6, PAD4 FP inh -2, PAFAH1B2 FP inh 8, LYPLA2 counter 5, LYPLA1 inh -5 and pPAFAH inh 2.
`Cn1c(C2=C(O)CN(c3ccccc3)C2=N)nc2ccccc21` gave GSTO1 counter 10, PME-1 primary -6, PAFAH1B3 FP inh 8, PAFAH2 inh -2, PAD4 FP inh -2, PAFAH1B2 FP inh 12, LYPLA2 counter 2, LYPLA1 inh 2 and pPAFAH inh 4.
`COc1cc(/C=C/C(=O)Nc2nc3ccc(S(=O)(=O)NC(C)C)cc3s2)cc(OC)c1OC` gave GSTO1 counter -14, PME-1 primary -22, PAFAH1B3 FP inh -9, PAFAH2 inh -16, PAD4 FP inh 4, PAFAH1B2 FP inh -1, LYPLA2 counter -22, LYPLA1 inh -10 and pPAFAH inh -3.
Screening c1coc(-c2nnc(NC3=NCCC3)o2)c1 returned GSTO1 counter 2, PME-1 primary 4, PAFAH1B3 FP inh 3, PAFAH2 inh 4, PAD4 FP inh 1, PAFAH1B2 FP inh 3, LYPLA2 counter 10, LYPLA1 inh 0 and pPAFAH inh 5.
For CC(C)Cn1nc(C(=O)NCc2ccccc2CN2CCCC2)c2ccccc2c1=O the results were PME-1 primary -3, PAFAH1B3 FP inh 5, PAFAH2 inh -2, PAD4 FP inh 2, PAFAH1B2 FP inh -4, LYPLA2 counter -1, LYPLA1 inh -2 and pPAFAH inh -11.
`CCOc1cccc(C(=O)Nc2cc(-c3nn4c(C)nnc4s3)ccc2C)c1` gave GSTO1 counter -1, PME-1 primary 5, PAFAH1B3 FP inh 11, PAFAH2 inh -3, PAD4 FP inh 1, PAFAH1B2 FP inh 5, LYPLA2 counter -4, LYPLA1 inh 1 and pPAFAH inh 6.
